# Bioassay records as filed in PubChem BioAssay.
# TNAP inh hi DEA – TNAP (human) inhibition, high acceptor. P05186. inhibition, % at 20 µM. AID 1135. purified TNAP, CDP-star luminescence, 1 M DEA. 0.03% of 200,000 active;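 active = over 50% inhibition of tissue-nonspecific alkaline phosphatase at 20 µM in the single-dose screen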;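 also: plate controls were DMSO wells for no effect and EDTA-quenched wells as full inhibition for full effect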
# Target sequence (P05186 whole entry, looked up): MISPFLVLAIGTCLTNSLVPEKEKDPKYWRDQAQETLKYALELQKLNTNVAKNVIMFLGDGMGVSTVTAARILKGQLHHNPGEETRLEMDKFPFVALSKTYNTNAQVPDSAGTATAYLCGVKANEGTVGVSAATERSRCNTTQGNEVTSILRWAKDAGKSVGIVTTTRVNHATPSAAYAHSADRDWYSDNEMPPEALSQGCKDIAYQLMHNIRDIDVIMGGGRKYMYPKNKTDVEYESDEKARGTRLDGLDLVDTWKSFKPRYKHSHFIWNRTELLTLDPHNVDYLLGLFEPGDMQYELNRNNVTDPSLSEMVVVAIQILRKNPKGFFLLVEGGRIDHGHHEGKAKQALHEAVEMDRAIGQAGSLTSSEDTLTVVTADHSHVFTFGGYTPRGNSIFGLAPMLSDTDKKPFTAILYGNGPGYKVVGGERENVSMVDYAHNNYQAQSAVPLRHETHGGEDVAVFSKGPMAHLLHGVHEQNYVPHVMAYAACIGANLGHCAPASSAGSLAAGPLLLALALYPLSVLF
# TNAP act hiacc – increases human TNAP activity under high phosphate acceptor concentration. P05186. purified TNAP, CDP-star luminescence, 1 M DEA, 30 min; hits give high values; 0 = EDTA background, 1 = DMSO-only activity. activation factor at 20 µM. 200,000 tested, under 10 active;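 active = activation factor at least 2 at 20 µM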
#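 Test system – human TNAP · Doses – 20 µM single point · Incubation – 30 min, room temperature · Signal – luminescent substrate turnover signal · Read-out basis – activation factor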
# Diaphorase inh – diaphorase inhibition or chemical oxidation counter-screen; AID 1217; 0.69% of 190,000 active; diaphorase resazurin-to-resorufin fluorescence, NADH, 16 min; bacterial (C. kluyveri) enzyme, not human; inhibition, % at 20 µM;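 active = primary screen inhibition at 20 µM above a set limit, cut at about 50% in these data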;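 also: plate controls were DMSO with full reaction for no effect and wells lacking NADH for full effect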
#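 Benchmarks: positive control wells lacking NADH, neutral wells with DMSO only. System: bacterial diaphorase enzyme (C. kluyveri). Input: 0.14 U/mL diaphorase, enzyme working solution. Detection: resorufin fluorescence, excitation 544 nm, emission 590 nm. Times: 16-min room-temperature incubation before reading.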
# L major viab – reduces viability of Leishmania major promastigotes | AID 1063 | resazurin fluorescence viability | inhibition, % at 10 µM | 9% of 200,000 active; in the data active = inhibition above about 50%;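 also: promastigotes grown with compound for 44 hours at 28 °C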
# Diaphorase act – diaphorase activation or chemical reduction counter-screen | activation factor at 20 µM | Diaphorase/resazurin coupled assay, resorufin fluorescence, 16 min; hits give high values; 1 = vehicle wells, 0 = NADH-free wells | 0.005% of 190,000 active;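 active = diaphorase activity raised at least twofold by the compound at 20 µM; inactive = activation factor below 2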
#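 Material: purified diaphorase enzyme from Clostridium kluyveri; Also added: 0.114 mM NADH and 0.1 mM resazurin, final amounts; Doses: single compound dose of 20 µM, 1% DMSO final; Times: 16 min enzyme reaction, ambient temperature; Detection: resorufin fluorescence, excitation 544 nm, emission 590 nm; Measure: increased resorufin signal from activators or reducing compounds.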
# PMI act satM6P – activators of human phosphomannose isomerase at near-saturating mannose 6-phosphate. P34949. coupled PMI enzyme assay, resazurin fluorescence, 20 min; hits give high values; 1 = untreated enzyme, 0 = substrate-free blank. activation factor at 20 µM. 0.34% of 190,000 active. AID 1216;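 active = activation factor of 2 or more at 20 µM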
# Target sequence (P34949 whole entry, looked up): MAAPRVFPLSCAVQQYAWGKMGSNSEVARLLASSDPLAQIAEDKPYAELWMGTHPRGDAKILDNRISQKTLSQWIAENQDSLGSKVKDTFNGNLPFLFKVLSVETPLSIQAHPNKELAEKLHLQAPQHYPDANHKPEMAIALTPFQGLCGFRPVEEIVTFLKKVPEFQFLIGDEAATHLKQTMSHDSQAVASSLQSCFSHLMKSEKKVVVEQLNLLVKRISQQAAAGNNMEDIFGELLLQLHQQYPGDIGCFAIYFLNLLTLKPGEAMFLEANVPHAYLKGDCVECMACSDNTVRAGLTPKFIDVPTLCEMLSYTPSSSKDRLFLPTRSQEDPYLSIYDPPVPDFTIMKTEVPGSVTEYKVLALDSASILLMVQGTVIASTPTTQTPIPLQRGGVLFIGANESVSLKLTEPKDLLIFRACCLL
#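 Test system: human phosphomannose isomerase with PGI, G6PDH, diaphorase coupling enzymes / Doses: 20 µM compound, 1% DMSO / Times: enzyme reaction with compound 20 min at room temperature / Measured by: Diaphorase-driven resazurin-to-resorufin fluorescence, excitation 544, emission 590 nm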
# PMI act – phosphomannose isomerase (human) activation; purified human PMI, coupled resazurin fluorescence, 20 min; hits give high values; 1 = vehicle control, 0 substrate-free wells; AID 1214; activation factor at 20 µM; 0.005% of 190,000 active;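 active = activation factor of 2 or more at 20 µM, relative to plate controls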
# TNAP inh noacc – TNAP (human) inhibition, acceptor-free conditions. 0.26% of 200,000 active. AID 1012. purified TNAP, CDP-star luminescence, 30 min. inhibition, % at 20 µM. P05186;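 active = tissue-nonspecific alkaline phosphatase inhibition above about 50% at 20 µM in the single-dose screen, limit read from the data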;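 also: 0% = DMSO negative control and 100% = EDTA positive control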
# bIAP act – intestinal alkaline phosphatase (bovine) activation; activation factor at 20 µM; purified bovine IAP, CDP-star luminescence, 30 min; hits give high values; fold of DMSO-control signal, blank-subtracted; 0.17% of 200,000 active;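 active = activation factor of 2 or more at 20 µM, a signal rise over negative controls twice the positive control's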
# bIAP inhibitor – intestinal alkaline phosphatase (bovine) inhibition | purified bovine IAP, CDP-star luminescence, 30 min | inhibition, % at 20 µM | 190,000 tested, under 10 active;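 active = over 50% inhibition of intestinal alkaline phosphatase at 20 µM in the single-dose screen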
#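 test system = bovine IAP enzyme | medium = DEA buffer 100 mM, pH 9.8, with MgCl2 1.0 mM, ZnCl2 0.02 mM | detection = luminescence | dosing = single compound dose of 20 µM, 2% DMSO final | incubation = 30 min reaction at room temperature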
# Active calls of the source: *; x = no result given.
SMILES,TNAP inh hi DEA,TNAP act hiacc,Diaphorase inh,L major viab,Diaphorase act,PMI act satM6P,PMI act,TNAP inh noacc,bIAP act,bIAP inhibitor
CCNC(=O)NC(=O)C(C)OC(=O)CCCSc1nc2ccccc2s1 (centres undefined),-4,1,-4,64*,1,1.1,1.1,-5,1,-3
COc1ccc(C(=O)Nc2ccncc2)c(OC)c1,-9,1.1,3,0,1,1,1,-12,0.9,13
Cc1cc(C)n(-c2ccc(Oc3ccccc3)c(S(=O)(=O)O)c2)n1,0,1,-1,-9,1,1.2,1.2,-10,1,2
CCc1sc(C(=O)Nc2ccc(F)cc2C)cc1C,1,1,16,-1,0.8,1,0.9,12,1,3
O=C(Nc1cccc(Cl)c1)/C(=C\c1cccnc1)NC(=O)c1ccco1,-7,1.1,8,-3,0.9,0.9,1,-16,1,-4
N#CCn1c2ccccc2c2nc3ccccc3nc21,-3,1,31,-2,0.7,0.4,0.9,-8,1,0
COc1cccc(OC)c1C(=O)Nc1cccnc1,-4,1,5,-7,1,1.1,1.1,-20,1,-2
FC(F)(F)c1cc(-c2ccc(Cl)cc2)nc2ncnn12,-8,1.1,14,0,0.9,1,1.1,-22,0.8,17
CCNC(=O)NS(=O)(=O)c1cnccc1Nc1cccc(Cl)c1,-2,1,1,-6,1,1.1,1.2,-8,0.8,16
CC1(C)CC(=O)C2=C(C1)Nc1ccccc1NC2c1ccc2c(c1)OCO2 (centres undefined),-4,1,20,51*,0.8,0.9,1,-3,1,3
COc1ccc(-c2cc(C(=O)Nc3ccccc3SC)no2)cc1,-2,1,1,-8,1,1,0.9,-4,0.8,22
CCOC(=O)c1c(C(F)(F)F)cc(-c2ccc(F)cc2)nc1C,6,0.9,14,-4,0.9,0.9,1,-3,1.1,-10
COc1ccc(N2CCN(C(=O)c3ccccc3Br)CC2)c([N+](=O)[O-])c1,3,1,2,-5,1,0.9,1,2,1.3,-30
Fc1ccc(/C=N/c2c(-c3ccc(F)cc3)nc3n2CCS3)cc1,4,1,7,7,0.9,1,1,3,0.9,13
CCOC(=O)C1CCN(c2c(N3CCN(c4ccccc4OC)CC3)c(=O)c2=O)CC1,-6,1.1,4,-4,1,1.1,1.1,-5,1,1
NC(=O)c1nnn(-c2ccccc2)c1N,1,1,x,-7,x,x,x,-9,1,-4
N#Cc1nc(Cc2ccccc2)oc1NCCc1ccccc1,3,1,15,1,0.9,0.9,0.9,-2,0.4,x
OCCOc1nnnn1-c1ccccc1,1,1,-1,-7,1,1,1,-10,1,-4
COc1ccc2oc(C(=O)NN3C(C)CCCC3C)c(C)c2c1 (centres undefined),-9,1.1,11,5,0.9,0.9,1,-6,1,-4
Cc1ccn2cc(CSc3ccccc3N)nc2c1,-2,1,14,1,0.9,0.9,0.9,-10,1,-1
O=C(NC1CCCc2ccccc21)c1ccc(Cl)nc1 (centres undefined),-4,1,8,11,0.9,1,1,-4,0.9,7
CCC(=O)Oc1ccc2c(C)cc(=O)oc2c1C(=O)c1ccccc1,-2,1,9,-10,0.9,1.1,1.1,-5,1.2,-18
COC(=O)COc1ccc2oc(=O)cc(C)c2c1,-4,1,8,-9,0.9,1,1,-12,0.9,8
Cc1ccccc1NS(=O)(=O)c1ccc2[nH]c(=O)[nH]c2c1,-4,1,16,-2,0.8,0.9,0.9,7,1,0
Cc1cc(Cl)ccc1N(CC(=O)NCc1ccc2c(c1)OCO2)S(C)(=O)=O,-5,1,9,1,0.9,1,1,-8,1.1,-13
CN(C)NC1CCS(=O)(=O)C1 (centres undefined),1,1,4,-6,1,1.1,1.1,-5,0.9,12
C=CCNC(=O)CSc1nnc(-c2ccccn2)n1Cc1ccccc1,1,1,6,-3,0.9,0.9,0.9,2,0.9,6
CCNc1ccc(C(=O)OCC(=O)NC(C)c2ccccc2)cc1[N+](=O)[O-] (centres undefined),8,0.9,6,-8,0.9,1.1,1.1,0,0.8,17
CNC(=O)c1sc(-c2ccccn2)nc1C,-3,1,-6,-6,1.1,1.1,1.1,-12,1.1,-6
CCC(=O)NS(=O)(=O)c1ccc(N=NN2CCCCC2)cc1,0,1,9,-4,0.9,0.9,0.8,-10,1.2,-16
COc1ccc2ccccc2c1C(=O)/C=C\c1ccoc1,5,1,52*,30,0.5,0.5,0.7,-1,0.9,13
CC(=O)c1cc2c(cc1NC(=O)c1ccco1)OCCO2,-2,1,6,-5,0.9,1,0.9,-6,1,4
O=C(NCc1ccncc1)C(=O)NCc1ccncc1,-3,1,-9,1,1.1,1.1,1.1,-8,1.1,-8
CC(=C/c1ccco1)/C=N/N1CCN(c2ccccc2)CC1,-2,1,9,-5,0.9,0.9,0.9,-9,1,4
O=C(COC(=O)Cc1ccccc1[N+](=O)[O-])NCC1CCCCC1,-1,1,0,1,1,1.1,1.1,0,1.1,-5
CCCOc1ccc(N2C(=O)CC(SCCc3nc4ccccc4[nH]3)C2=O)cc1 (centres undefined),-4,1,16,-4,0.8,0.9,1,10,1.1,-8
O=S(=O)(Nc1ccc(N2CCCCC2)cc1)c1cccs1,-4,1,40,9,0.6,0.7,0.7,-7,0.9,7
COc1ccc(-c2ccc(-c3noc(C(C)C)n3)c(OC)n2)cc1,-2,1,18,2,0.8,0.8,0.9,-2,1.2,-17
CN1C(=O)N(C)C(NC(=O)Nc2ccccc2)C1NC(=O)Nc1ccccc1 (centres undefined),-3,1,18,-4,0.8,0.9,0.9,-13,1.2,-22
Cc1ccc(/C=C2\SC(=S)N(C3CCS(=O)(=O)C3)C2=O)cc1 (centres undefined),-4,1,-2,42,1,1,1.1,-3,0.8,19
COCCCC1CCN(Cc2cn[nH]c2-c2cc(OC)c(OC)c(OC)c2)CC1,-4,1,5,5,0.9,1,1,-11,1,-1
CCOC(=O)c1[nH]c2ccc(F)cc2c1NC(=O)C(C)N1CCc2cc(OC)c(OC)cc2C1 (centres undefined),-1,1,31,10,0.7,1.4,1.1,-5,1.1,-13
Clc1ccc(OCCOCCOc2cccc3cccnc23)c(Br)c1,0,1,19,-5,0.8,0.9,0.8,-4,1,4
Cc1ccc(-n2nnnc2Sc2nc([N+](=O)[O-])nn2C)cc1C,-3,1,3,31,1,0.9,1,-11,0.9,6
OC1CCC(NC(=S)Nc2ccc(SC(F)F)cc2)CC1 (centres undefined),-2,1,11,4,0.9,1,1,-8,0.9,13
C[C@@H](NC(=O)c1coc(=O)c(Br)c1)c1ccccc1,0,1,1,2,1,1,1,-8,1,-4
O=C(Nc1nc(-c2ccccc2Cl)cs1)c1cccnc1,-1,1,2,3,1,1,0.9,-8,0.9,6
Cc1ccc(S(=O)(=O)N(C)CCCC(=O)N2CCN(C=O)CC2)cc1,0,1,9,-3,0.9,1,0.9,-10,1,0
Cc1cccc(NC(=S)NNC(=O)c2ccccc2Br)c1,-3,1,-3,-5,1,1.2,1.1,-132,0.9,8
Cc1ccc(-c2csc3ncn(-n4c(C)ccc4C)c(=O)c23)o1,-2,1,4,-1,1,1.1,1.1,3,0.9,6
# Following part.
SMILES,TNAP inh hi DEA,TNAP act hiacc,Diaphorase inh,L major viab,Diaphorase act,PMI act satM6P,PMI act,TNAP inh noacc,bIAP act,bIAP inhibitor
COc1ccc(C(=O)N2CCCC(CCC(=O)NCc3ccc(F)c(F)c3)C2)cc1F (centres undefined),-4,1,3,-7,1,1,1,-10,1.2,-19
CC(=O)c1cccc(NC(=S)NC2CC2)c1,-2,1,-4,-3,1,1,1,-88,0.9,7
CC(=O)Oc1ccc(N2C(=O)C3C4C=CC(CO)(O4)C3C2=O)cc1 (centres undefined),-9,1.1,-12,7,1.1,1.7,1.6,-3,1.1,-14
NS(=O)(=O)c1ccc(CCNC(=O)Cc2c[nH]c3ccccc23)cc1,-5,1,14,0,0.9,1,1,-8,1,-2
CCOC(=O)c1cccc(C(=O)OCC)n1,-2,1,6,-8,0.9,1,0.9,-20,1,2
CN(Cc1ccccc1NS(=O)(=O)c1ccc2ccccc2c1)C1CCCCC1,-6,1.1,18,9,0.8,1,1.1,-18,0.9,7

# Compounds from the list above with an aryl methoxy group:
SMILES,TNAP inh hi DEA,TNAP act hiacc,Diaphorase inh,L major viab,Diaphorase act,PMI act satM6P,PMI act,TNAP inh noacc,bIAP act,bIAP inhibitor
COc1ccc(C(=O)Nc2ccncc2)c(OC)c1,-9,1.1,3,0,1,1,1,-12,0.9,13
COc1cccc(OC)c1C(=O)Nc1cccnc1,-4,1,5,-7,1,1.1,1.1,-20,1,-2
COc1ccc(-c2cc(C(=O)Nc3ccccc3SC)no2)cc1,-2,1,1,-8,1,1,0.9,-4,0.8,22
COc1ccc(N2CCN(C(=O)c3ccccc3Br)CC2)c([N+](=O)[O-])c1,3,1,2,-5,1,0.9,1,2,1.3,-30
CCOC(=O)C1CCN(c2c(N3CCN(c4ccccc4OC)CC3)c(=O)c2=O)CC1,-6,1.1,4,-4,1,1.1,1.1,-5,1,1
COc1ccc2oc(C(=O)NN3C(C)CCCC3C)c(C)c2c1 (centres undefined),-9,1.1,11,5,0.9,0.9,1,-6,1,-4
COc1ccc2ccccc2c1C(=O)/C=C\c1ccoc1,5,1,52*,30,0.5,0.5,0.7,-1,0.9,13
COc1ccc(-c2ccc(-c3noc(C(C)C)n3)c(OC)n2)cc1,-2,1,18,2,0.8,0.8,0.9,-2,1.2,-17
COCCCC1CCN(Cc2cn[nH]c2-c2cc(OC)c(OC)c(OC)c2)CC1,-4,1,5,5,0.9,1,1,-11,1,-1
CCOC(=O)c1[nH]c2ccc(F)cc2c1NC(=O)C(C)N1CCc2cc(OC)c(OC)cc2C1 (centres undefined),-1,1,31,10,0.7,1.4,1.1,-5,1.1,-13
COc1ccc(C(=O)N2CCCC(CCC(=O)NCc3ccc(F)c(F)c3)C2)cc1F (centres undefined),-4,1,3,-7,1,1,1,-10,1.2,-19
